Screening results deposited in PubChem BioAssay by several laboratories.
PhoP inhibition: PhoP-dependent GFP reporter repression – Salmonella Typhimurium, primary screen (AID 1863) | S. Typhimurium PhoP-regulated promoter GFP reporter, 4 h; higher % means a stronger effect | 300,000 tested, 0.16% active | inhibition, % at 50 µM, or IC50 in µM where a hit was titrated;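 active = inhibition over 29.93%, a cutoff 3 SD above the screen mean, later confirmed by dose response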;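 note: 0% = low Mg2+ inducing control and 100% = high Mg2+ repressing control; strong numbers were not always called active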
SIAH1 antagonists: Siah-1 peptide-binding antagonists, primary screen, biochemical, fluorescence polarization, rhodamine-plectin, uHTS (AID 1817); 290,000 tested, 0.02% active; one-dose displacement, % at 20 µM; IC50 in µM for titrated hits; Siah-1 / rhodamine-plectin peptide fluorescence polarization; higher % means a stronger effect;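 active = displacement of at least 50% at 20 µM, with a fluorescence ratio check between 0.3 and a set limit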;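 note: plate controls were Siah plus tracer with DMSO for no effect and tracer alone without Siah for full effect; strong numbers were not always called active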
West Nile antiviral: West Nile virus antiviral activity, cell-based, CPE readout (AID 1621). West Nile virus-infected cells, CPE inhibition; higher % means a stronger effect. CPE inhibition, % at 10 µM; hits with a dose series show IC50 in µM. 290,000 tested, 0.02% active; in the data active = a potency from the dose series; note: strong numbers were not always called active
Starred values were filed as active, the others as inactive. Some of the compounds tested (hit frequency here may not be typical).

molecule,PhoP inhibition,SIAH1 antagonists,West Nile antiviral
COc1cc(NC(=O)Cc2ccc(OC)c(S(=O)(=O)N3CCOCC3)c2)c(OC)cc1Cl,5%,0%,0.7%
CC(Oc1ccc2c3c(c(=O)oc2c1)CCC3)C(=O)NCc1ccccn1 (stereo not given),-7%,-2%,-0.6%
CCc1nnc(NC(=O)CS(=O)(=O)c2ccccc2)s1,3%,-10%,-0.3%
Cc1ccc(NC(=O)N2CCCC2C(=O)NCC2CCCCC2)cc1 (stereo not given),-3%,3%,0.6%
CN(C)CCCNc1ncnc2oc(-c3ccccc3)c(-c3ccccc3)c12,-6%,4%,-1.3%
CNc1cc(C)c(C#N)c2nc3ccccc3n12,2%,-6%,-0.4%
CCOc1ccc(CN2CCN(C3CCC3)CC2CCO)cc1 (stereo not given),-3%,0%,0.2%
CC1CCN(S(=O)(=O)c2cccc(C(=O)NC3CCCCC3)c2)CC1,6%,-4%,-0.6%
COc1ccc(Cc2nc3ccc(C(=O)N4CCCCC4CCO)cc3o2)cc1 (stereo not given),-2%,3%,-0.2%
O=C(NC1CCCC1)C1CCN(C(=O)c2ccccc2Cl)CC1,10%,1%,-0.1%
CN(C(=O)c1cccc(N2C(=O)C3C4C=CC(C4)C3C2=O)c1)C1CCCCC1 (stereo not given),-3%,2%,-0.2%
Cc1cc(=O)[nH]c(Nc2ccccc2C)n1,16%,-2%,0.5%
CCN(C(=O)CSc1nnc(COc2ccccc2F)n1N)C1CCS(=O)(=O)C1 (stereo not given),6%,-4%,-0.1%
CN(C)C(=O)COc1ccc(C(=O)/C=C/c2cccnc2)cc1,-4%,-1%,3.4%
Cc1c(C)c2ccc(OCC(=O)N(C)C3CCS(=O)(=O)C3)c(C)c2oc1=O (stereo not given),2%,-5%,0.0%
CC(=O)N1CCc2cc(S(=O)(=O)NC(C(=O)NC(C)c3ccccc3)C(C)C)ccc21 (stereo not given),-2%,6%,0.2%
Cc1cc(CNC(=O)C2CCC(=O)N(CCc3cccc(F)c3)C2)nn1C (stereo not given),-6%,0%,-0.2%
CN(C)S(=O)(=O)c1cccc(COC(=O)c2cccnc2Cl)c1,4%,14%,-0.7%
O=C(COc1ccc(Cl)cc1)N1CCN(C(=O)c2ccccc2F)CC1,0%,7%,-1.1%
CCc1nn2c(N3CCOCC3)cc(C)nc2c1-c1ccccc1,4%,4%,-0.1%
CCOc1ccc(/C=N/n2nnnc2N)cc1OCC,6%,-2%,-0.2%
COc1cc(C(=O)NCC(=O)N/N=C/c2ccc(-c3cccc([N+](=O)[O-])c3)o2)cc(OC)c1OC,-1%,-2%,0.6%
COc1ccc(N(CC(=O)NCc2ccccc2)S(=O)(=O)c2c(C)n[nH]c2C)cc1,-5%,1%,0.0%
COc1ccc(S(=O)(=O)N2CCCC2)c2ccccc12,6%,-1%,0.3%
Cc1cccc(NC(=S)NCCc2ccccc2)c1C,-4%,3%,-0.9%
Cc1cccc(C)c1OCC(=O)Nc1ccccc1N1CCCCC1,1%,2%,0.3%
N#Cc1cccc(NC(=O)Cn2cnc(S(=O)(=O)N3CCc4ccccc43)c2)c1,4%,-5%,2.0%
O=C(/C=C/c1cccc([N+](=O)[O-])c1)N1CCN(Cc2ccccc2)CC1,-3%,0%,-0.8%
CNc1oc(/C=C/c2cccc(OC)c2)nc1C#N,-5%,1%,-0.9%
Cc1ccc2nc(-c3ccc(Br)cc3)cn2c1,0%,9%,-1.5%
Cc1ccc(C)c(C(=O)C(C)Sc2nc3nn(-c4ccccc4)c(=O)c-3c3n2CCCCC3)c1 (stereo not given),-4%,12%,-0.7%
Cc1cc(N2CCOCC2)n2nc(C)c(-c3ccccc3Cl)c2n1,1%,-1%,-0.5%
CCOc1ccc(N(CC(=O)NC2CC3CCC2C3)S(=O)(=O)c2ccc(C)cc2)cc1 (stereo not given),-3%,-4%,-1.7%
Cc1cc(C)n(CC(=O)NNC(=O)c2cccc(C(F)(F)F)c2)n1,2%,2%,-0.5%
COc1ccc(C(C)NC(=O)CCc2ccccc2)cc1 (stereo not given),-1%,7%,-0.3%
CCOC(=O)[C@@H]1[C@H]2COc3ccc(Br)cc3[C@@H]2N2C(=O)N(c3ccc(C)cc3)C(=O)[C@]12C,9%,3%,-1.6%
CCCc1cc(=O)oc2c(CNc3ccc(OCC)cc3)c(O)ccc12,-4%,12%,-0.1%
CCN1CCN(C(=O)CS(=O)(=O)Cc2nc(-c3cccc(OC)c3)oc2C)CC1,5%,-2%,-0.6%
COc1cccc(-c2nc(C#N)c(N3CCN(C(=O)c4ccco4)CC3)o2)c1,0%,3%,-0.4%
COc1ccc(CCNC(=O)c2nn(C)c3c2CS(=O)(=O)c2ccccc2-3)cc1OC,10%,-2%,0.0%
O=C(NC(Cc1ccc(O)cc1)C(=O)O)/C(=C/c1ccccc1)NC(=O)c1ccccc1 (stereo not given),-9%,0%,0.8%
COc1cc(C(=S)N2CCOCC2)cc(OC)c1OS(=O)(=O)c1ccc(C)cc1,6%,5%,-1.4%
CCOC(=O)C1=C(COc2ccccc2)NC(=O)NC1c1cccc([N+](=O)[O-])c1 (stereo not given),-14%,-2%,-0.8%
O=C(COc1ccccc1)N=C1SC2CS(=O)(=O)CC2N1c1ccccc1F (stereo not given),11%,-3%,-0.1%
COc1ccc([N+](=O)[O-])cc1NC(=O)c1cccnc1,13%,-4%,-1.3%
Cn1c(=O)c2c(nc(SCC(=O)NC3CCCC3)n2C)n(C)c1=O,-3%,-1%,0.2%
CCCc1ccc(C(=O)O/N=C(\N)c2ccccn2)cc1,-3%,-4%,-0.6%
O=C(NCCc1ccc(C(F)(F)F)cc1)C1CCC(=O)N(C2CC2)C1 (stereo not given),0%,1%,-0.8%
CN(C)c1ccc(NC(=O)CN2CCC(NC(=O)C3CCCCC3)CC2)cc1,9%,-2%,-0.1%
Cc1ccc(S(=O)(=O)c2nc(-c3ccccc3Cl)oc2NCCCN2CCOCC2)cc1,2%,3%,-1.1%
CCOc1ccc(NC(=O)CN2CCN(c3ccc(F)cc3)CC2)cc1,20%,-1%,-0.3%
COc1cccc(NC(=O)CNC(=O)Cn2cnc3sc(C)c(C)c3c2=O)c1,-1%,-1%,0.1%
Cc1cccc(N2CCN(C(=O)COc3cc4oc(=O)cc(C)c4cc3Cl)CC2)c1C,-9%,0%,-0.2%
Cc1cc(S(=O)(=O)N2c3ccc(F)cc3CCC2C)ccc1-n1cnnn1 (stereo not given),1%,8%,-0.7%
Cc1nn(C)c(C)c1C(C)NC(=O)c1cc(COc2ccc(F)c(F)c2)on1 (stereo not given),-6%,10%,-0.7%
Cc1ccc(N(CC2CO2)S(=O)(=O)c2ccc([N+](=O)[O-])cc2)cc1 (stereo not given),17%,4%,0.2%
COc1ccccc1CN(C)C(=O)C(NC(=O)Cc1cccc2ccccc12)C(C)C (stereo not given),4%,0%,-0.2%
Cc1ccc(S(=O)(=O)NCC(c2cccnc2)N2CCc3ccccc32)cc1 (stereo not given),4%,6%,0.1%
COc1ccc2c(c1OC)C(=O)N(c1ccc(OCc3ccccc3)cc1)C2=O,3%,3%,-0.3%
CC(C)(C)NS(=O)(=O)c1ccc(NC(=O)CS(=O)(=O)Cc2ccccc2)cc1,1%,-6%,0.1%

The results go on:
molecule,PhoP inhibition,SIAH1 antagonists,West Nile antiviral
COc1ccc(CCC(=O)NC2CCC(C)CC2)cc1 (stereo not given),-3%,3%,0.6%
O=C(CCc1ccccc1)NNC(=O)c1ccc(Cl)cc1,-5%,7%,-0.5%
C/C(=N/NC(=O)CNC(=O)/C=C/c1ccccc1)c1ccco1,3%,-2%,0.8%
O=C(Nc1ccccc1O)N1c2ccccc2Sc2ccccc21,-1%,6%,-0.7%
Cc1c(NS(=O)(=O)c2cc(C(=O)NCCN(C)C)ccc2Cl)c(=O)n(-c2ccccc2)n1C,-5%,0%,-0.1%
Cc1ccc(CNC(=O)Nc2ccc(Cl)cc2)cc1,-5%,4%,0.0%
O=C(NC1CCSc2ccccc21)c1cc(S(=O)(=O)N2CCOCC2)ccc1F (stereo not given),-6%,7%,-0.5%
CCc1ccc(C(=O)COC(=O)c2ccco2)cc1,-5%,0%,0.4%
CC1(C)C(=O)Nc2ccccc2N1C(=O)COC(=O)COc1ccc(C#N)cc1,-4%,-4%,0.5%
COc1ccc(CNC(=O)N2CCc3ccccc3C2)cc1Cl,28%,-3%,0.3%
c1ccc(NNC2=NCCCCC2)cc1,8%,-1%,0.0%
Cc1ccccc1CCN1CCCC(CN(C)C(=O)c2ccc3ncccc3c2)C1 (stereo not given),-6%,5%,-0.8%
COc1ccc(N(CC(=O)NC(C)c2ccccc2)S(=O)(=O)c2c(C)noc2C)cc1 (stereo not given),-1%,3%,-0.4%
O=C(COC(=O)c1cc([N+](=O)[O-])ccc1N1CCOCC1)c1ccccc1Cl,-5%,2%,-0.5%
CSc1cccc(NC(=O)CC(C)n2ccnc2)c1 (stereo not given),12%,5%,-0.1%
CC(C(=O)O)n1c2ccccc2c2cn[nH]c(=O)c21 (stereo not given),-15%,-5%,1.1%
COc1ccc(-c2c(NCCc3ccccc3)c(=O)c2=O)cc1,-5%,18%,-0.8%
C/C(=N\Nc1c(F)c(F)c(Br)c(F)c1F)c1ccncc1,-6%,-2%,-0.1%
CCOc1ccc(NC(=O)c2ccc(-c3csc(C)n3)cc2)cc1,0%,-8%,-1.0%
Cc1ccc(CNC(=O)CCc2c(C)[nH]c(=O)c(C#N)c2C)cc1,4%,10%,-0.2%
COc1ccc(C(=O)Nc2ccc3[nH]ncc3c2)cc1,0%,0%,-0.9%
Cc1ccc2nc(-c3ccccc3NC(=O)CCC(=O)O)c(=O)[nH]c2c1,3%,3%,0.1%
COc1ccccc1N1CCN(C(=O)c2cc(=O)c3c(C)cc(C)cc3o2)CC1,0%,0%,-1.5%
COc1ccc(CN2CCCC(C(=O)N3CCCCC3)C2)c(OC)c1 (stereo not given),9%,-4%,-0.7%
Cc1cc(C)c(NC(=O)CN(C)S(=O)(=O)c2ccc3c(c2)n(C)c(=O)c(=O)n3C)c(C)c1,-7%,4%,-0.3%
Cn1c(COc2ccc(F)cc2)nnc1SCC(=O)NC1CC1,-6%,9%,-0.1%
COc1cc(Cl)c(C)cc1NC(=O)c1ccccc1NC(=O)CN1CCOCC1,0%,10%,-0.6%
CCOc1ccccc1NC(=O)CCNS(=O)(=O)c1ccc2[nH]c(=O)oc2c1,7%,0%,1.1%
CC(C)(C)n1nc2c(c1NC(=O)C1CC(=O)N(c3ccc(Cl)cc3)C1)CS(=O)(=O)C2 (stereo not given),4%,-1%,0.2%
O=C(CC1S/C(=N/N=C2CCCCCC2)NC1=O)Nc1ccc(Br)cc1F (stereo not given),3%,-4%,-0.2%

As a short view, some entries already given:
molecule,PhoP inhibition,SIAH1 antagonists,West Nile antiviral
CC(C)(C)n1nc2c(c1NC(=O)C1CC(=O)N(c3ccc(Cl)cc3)C1)CS(=O)(=O)C2 (stereo not given),4%,-1%,0.2%
O=C(CC1S/C(=N/N=C2CCCCCC2)NC1=O)Nc1ccc(Br)cc1F (stereo not given),3%,-4%,-0.2%

The list goes on:
molecule,PhoP inhibition,SIAH1 antagonists,West Nile antiviral
CC(C)Cc1nnc(NC(=O)CCC(=O)NCCc2ccc(Cl)cc2)s1,6%,-2%,-0.2%
COc1ccc(S(=O)(=O)N2CCN(C)CC2)cc1,5%,-8%,-0.2%
COCCNC(=O)CN(C(=O)c1ccc(N2CCCC2)nc1)c1ccc(Cl)cc1,-8%,1%,-0.3%
N#Cc1ccccc1NC(=O)CN1CCOCC1,2%,-9%,-0.1%
CCN(CC)C(=O)c1ccc(-c2nnc(Nc3ccc(C(=O)NC)cc3)c3ccccc23)cc1,15%,-4%,3.2%
CCc1cc(=O)oc2cc(C)cc(OC(C)C(=O)NCc3ccccn3)c12 (stereo not given),-3%,5%,0.1%
CCN(CC)CCCNc1ccc(-c2nnc(-c3ccc(OCC(C)C)cc3)o2)cn1,-10%,-2%,-1.5%
Cc1ccc(NC(=O)CCN2CCC(C(N)=O)CC2)cc1,-2%,-1%,0.2%
COc1ccc(OCC(=O)Nc2ccc3oc(=O)ccc3c2)cc1,17%,-4%,0.2%
CCc1ccccc1NC(=O)Cn1nnc(C(=O)NCc2cccc(OC)c2)c1N,0%,7%,0.1%
COc1cccc(CNC(=O)CCNS(=O)(=O)c2ccc3c(c2)oc(=O)n3C)c1,2%,-6%,-0.1%
COc1ccc2cc(-c3ccn[nH]3)ccc2c1,-2%,2%,0.0%

By substructure: those above containing a tert-butyl group
molecule,PhoP inhibition,SIAH1 antagonists,West Nile antiviral
CC(C)(C)NS(=O)(=O)c1ccc(NC(=O)CS(=O)(=O)Cc2ccccc2)cc1,1%,-6%,0.1%
CC(C)(C)n1nc2c(c1NC(=O)C1CC(=O)N(c3ccc(Cl)cc3)C1)CS(=O)(=O)C2 (stereo not given),4%,-1%,0.2%

Ordered by the number under West Nile antiviral (low to high): 3 from the list above
Structure	PhoP inhibition	SIAH1 antagonists	West Nile antiviral
COCCNC(=O)CN(C(=O)c1ccc(N2CCCC2)nc1)c1ccc(Cl)cc1	-8%	1%	-0.3%
COc1ccc(S(=O)(=O)N2CCN(C)CC2)cc1	5%	-8%	-0.2%
CCc1ccccc1NC(=O)Cn1nnc(C(=O)NCc2cccc(OC)c2)c1N	0%	7%	0.1%
